# dFosB activator: activators of mouse delta FosB homodimer | P13346 | purified delta FosB, TAMRA-CDK5 oligo fluorescence polarization; percent of positive-control signal above neutral wells | activation, % at 25 µM | actives 0.99% (n = 340,000) | AID 493131;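 active = mean activation above about 17%, with every replicate also reaching it, limit read from the data, passing the limit was not always enough; inconclusive = only one of the two conditions met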;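 note: fluorescence polarization rise as delta FosB binds a TAMRA Cdk5 AP-1 oligo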
# NSD2 HMT inh: blocks human histone methyltransferase NSD2; inhibition, % at 12.5 µM; NSD2 peptide methylation, AlphaScreen, 120 min; AID 743445; actives 0.54% (n = 310,000); O96028; in the data active = inhibition above about 50%
# Target sequence (O96028 whole entry, looked up): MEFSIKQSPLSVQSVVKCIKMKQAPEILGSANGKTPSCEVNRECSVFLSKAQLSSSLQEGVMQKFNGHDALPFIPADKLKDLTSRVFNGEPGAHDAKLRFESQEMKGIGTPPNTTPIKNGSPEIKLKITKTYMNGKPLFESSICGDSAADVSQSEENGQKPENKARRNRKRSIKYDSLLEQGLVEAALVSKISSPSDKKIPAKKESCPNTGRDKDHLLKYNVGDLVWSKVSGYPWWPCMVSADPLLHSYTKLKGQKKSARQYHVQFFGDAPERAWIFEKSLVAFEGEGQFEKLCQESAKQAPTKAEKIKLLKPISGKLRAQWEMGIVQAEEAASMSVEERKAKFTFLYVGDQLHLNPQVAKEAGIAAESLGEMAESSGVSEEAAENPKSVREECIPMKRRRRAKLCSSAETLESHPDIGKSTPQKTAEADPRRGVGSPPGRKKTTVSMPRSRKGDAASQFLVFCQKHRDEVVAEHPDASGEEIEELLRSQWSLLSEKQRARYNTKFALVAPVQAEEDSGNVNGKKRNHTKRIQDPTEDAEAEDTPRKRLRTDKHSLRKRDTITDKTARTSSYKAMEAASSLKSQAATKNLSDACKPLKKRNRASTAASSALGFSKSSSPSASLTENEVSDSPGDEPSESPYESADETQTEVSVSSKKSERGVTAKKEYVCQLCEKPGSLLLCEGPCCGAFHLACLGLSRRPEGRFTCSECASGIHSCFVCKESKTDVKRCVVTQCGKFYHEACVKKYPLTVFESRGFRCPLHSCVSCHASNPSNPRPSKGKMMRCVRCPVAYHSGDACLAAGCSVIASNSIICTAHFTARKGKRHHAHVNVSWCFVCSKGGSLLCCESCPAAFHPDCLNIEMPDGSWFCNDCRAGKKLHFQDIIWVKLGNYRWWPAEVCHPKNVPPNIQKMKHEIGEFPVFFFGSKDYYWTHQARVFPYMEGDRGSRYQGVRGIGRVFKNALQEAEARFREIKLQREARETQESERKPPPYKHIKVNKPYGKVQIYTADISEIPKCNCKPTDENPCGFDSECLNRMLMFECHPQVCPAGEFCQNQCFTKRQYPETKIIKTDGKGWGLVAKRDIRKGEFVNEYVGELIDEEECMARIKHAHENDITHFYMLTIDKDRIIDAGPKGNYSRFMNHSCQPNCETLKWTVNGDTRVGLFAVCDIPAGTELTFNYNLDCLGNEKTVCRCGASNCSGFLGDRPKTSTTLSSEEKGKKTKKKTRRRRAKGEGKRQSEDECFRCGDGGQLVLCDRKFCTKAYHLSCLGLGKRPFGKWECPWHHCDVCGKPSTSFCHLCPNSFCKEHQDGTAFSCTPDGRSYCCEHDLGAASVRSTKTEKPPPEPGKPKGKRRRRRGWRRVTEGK
# PvdQ acylase: P. aeruginosa PvdQ acylase inhibition; inhibition, % at 10 µM; purified PvdQ acylase, fluorescence plate reader; actives 0.063% (n = 340,000); in the data active = inhibition above about 30%, passing the limit was not always enough; inconclusive = no clear call, values can overlap the other calls;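 note: 0% = vehicle neutral wells and 100% = reference inhibitor wells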
# Rtt109 HAT inh: inhibitors of Candida albicans Rtt109/Vps75 histone acetyltransferase. Q5AAJ8. purified Rtt109/Vps75, ThioGlo CoA-SH fluorescence, 4 h. inhibition, % at 34.9 µM. actives 0.16% (n = 330,000). AID 540336;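 active = inhibition of at least 50% in every replicate; inconclusive = best replicate reaches 50% inhibition but some replicates fall short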
# Keap1-Nrf2 PPI: Keap1-Nrf2 (human) interaction inhibition. Q14145. actives 0.15% (n = 340,000). Keap1 Kelch-Nrf2 peptide fluorescence polarization, 1536-well. inhibition, % at 9.4 µM. AID 504523; in the data active = inhibition above about 12%; inconclusive = no clear call, values can overlap the other calls; inactive = below about 7.3%;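 note: human Keap1 Kelch domain with fluorescein labeled Nrf2 9mer peptide probe; 0% = neutral control wells and 100% = peptide positive control; higher means more block of Keap1 binding to Nrf2 peptide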
# cardiac RTF act: increases calcium sensitivity of human cardiac regulated thin filaments; activation, % at 7.2 µM; IANBD-labeled TnC RTF fluorescence at EC20 calcium; 0% EC20 calcium, 100% full calcium; actives 0.24% (n = 340,000);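 active = activation above the mean over all tested compounds plus 3 SD, cut at about 30% in these data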;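 note: rise in fluorescence read as greater calcium sensitivity of cardiac thin filaments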
# SUMO Mot1 rescue: inhibitors of SUMOylation pathway: yeast Mot1-301 growth rescue | AID 2716 | S. cerevisiae Mot1-301 growth rescue, ATP luminescence, 38.5C; percent above DMSO median, 100 means doubled | growth rescue, % at 18.8 µM | actives 1% (n = 320,000);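 active = every valid replicate shows activation above 250% relative to neutral control wells; inactive = the rest, any valid replicate at or below 250%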;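 note: OY570 slx delta 5 strain wells were the positive control but not used for scaling; some compounds called inactive have numbers as strong as hits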
# CDK5 inh: blocks human CDK5/p35 kinase activity; Recombinant CDK5/p35, ADP-Glo luminescence, 60 min; inhibition, % at 10 µM; actives 0.01% (n = 330,000); AID 488839;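 active = highest replicate inhibition of at least 50% and at least 75% of replicates reaching 50%; inconclusive = only one of the two criteria met; inactive = both criteria failed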;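 note: plate controls were DMSO neutral control for no effect and GW8510 at 10 µM for full effect; many of its hits are not listed in these tables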
# PfHsp90 yeast 2: inhibits growth of yeast expressing Plasmodium falciparum Hsp90; S. cerevisiae expressing PfHsp90, BacTiter-Glo ATP, 48 h; yeast lacking PDR1 and PDR3 efflux regulators; actives 0.32% (n = 310,000); inhibition, % at 9.4 µM;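 active = every replicate shows inhibition above about 80%, whatever the replicate mean, limit read from the data; inconclusive = mean inhibition reaches the set limit but some replicate falls short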;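 note: 0% = DMSO neutral controls and 100% = 20 µM radicicol positive controls; yeast relying on Plasmodium falciparum Hsp90 in place of its own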
# RTF Ca sens inh: cardiac RTF calcium desensitization; P19429+P45379; IANBD-labeled cardiac RTF, Ca2+ fluorescence; inhibition, % at 7.15 µM; actives 0.12% (n = 340,000);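 active = inhibition above the mean inhibition of all tested compounds plus 3 SD, cut at about 17% in these data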;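 note: assay run at fixed EC70 calcium of 1.6 mM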
# C-LANA FP: KSHV C-LANA DNA binding inhibition; inhibition, % at 9 µM; MBP-C-LANA/FAM-LBS DNA binding, fluorescence polarization; actives 0.078% (n = 340,000); AID 504423;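 active = highest replicate inhibition at or above 60% at 9 µM, even if other replicates fall short; inactive = all replicates below 60% inhibition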;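 note: 0% = neutral control wells and 100% = 4 µM acridine orange control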
# Starred values were filed as active, the others as inactive; ? = inconclusive; / = not tested or not shown. Random draw from the library, and some 3.2% of all compounds hit somewhere here.
SMILES	CDK5 inh	NSD2 HMT inh	PfHsp90 yeast 2	Keap1-Nrf2 PPI	cardiac RTF act	SUMO Mot1 rescue	RTF Ca sens inh	C-LANA FP	dFosB activator	PvdQ acylase	Rtt109 HAT inh
CCN(CC)CCCNc1nc2ccccc2c2nc(-c3ccncc3)nn12	0.8	41	-2	1	-1	10	2	-2.8	67*	-12	1
O=C(Nc1ncccc1O)c1ccc(S(=O)(=O)Nc2ccccc2)cc1	0.7	0	-3	0	-3	-11	-1	-1.8	0	-7	2
CCc1ccc(NC(=O)Cc2c(C(=O)O)n(C)c3ccccc23)cc1	-5.6	1	-9	-2	11	-11	0	-0.2	-12	-28	-17
CC(C)N(C(=O)CSc1nnc(NC(=O)C2CCC2)s1)C(C)C	-0.2	-2	-8	4	-2	28	-6	1.4	-6	1	-1
COc1ccc(-c2ccc(-c3nnc(-c4cc(OC)ccc4OC)o3)cc2)cc1	-4.5	1	/	-3	0	39	-8	-0.9	8	-66	-5
CC1CN(C(=O)CCC(=O)NCc2ccccc2)c2ccccc2S1 (configuration not stated)	-1.5	/	14	-2	1	-2	-2	-0.8	-6	-19	-4
CC(C)=CC(=O)O[C@@H]1Cc2c(ccc3ccc(=O)oc23)OC1(C)C	-0.5	/	-11	-7	1	14	-2	-0.3	-5	-8	2
Cc1ccc(CCNc2ccc3ccccc3c2)cn1	2.6	5	-9	-2	1	40	2	1.6	2	-5	8
CC(C)CN(C(=O)c1ccc(S(=O)(=O)N2CCCCC2)cc1)C1CCS(=O)(=O)C1 (configuration not stated)	-0.7	-7	/	6	6	/	-1	2.0	0	-4	-4
CCn1cc(CNC(=O)c2cc(Cl)ccc2OC)c(C)n1	0.4	-3	-7	0	0	2	-1	-1.8	7	-8	10
CC(C(=O)NCc1cccnc1)N1C(=O)c2ccccc2C1=O (configuration not stated)	0.6	1	11	3	-1	-9	1	0.3	5	-9	-11
COC(=O)C1=C(C)NC2=C(C(=O)CC(C)(C)C2)C1c1cccc(C)n1 (configuration not stated)	0.2	36	6	-7	-2	4	-3	-0.6	3	-13	-3
Cc1ccc(C(=O)Nc2cc([N+](=O)[O-])ccc2C)cc1	0.5	0	14	4	-3	5	-3	-0.6	-6	-5	-1
C=CCn1c(SCC(=O)Nc2cccc(C(=O)OC)c2)nnc1C(C)NC(=O)c1cccs1 (configuration not stated)	1.0	1	-1	0	5	-21	-6	-0.2	-7	3	7
CCc1ccc(N2CC(C(=O)Nc3cccc(S(=O)(=O)N4CCCC4)c3)CC2=O)cc1 (configuration not stated)	0.4	-1	-10	-1	-9	-2	-12	-1.9	-16	1	12
CN1NC(=O)CC1c1ccccc1 (configuration not stated)	0.5	-1	-1	4	3	/	-8	0.0	4	-8	0
COc1cccc2c1OCC(CN1CCN(Cc3ccccc3)C(CCO)C1)=C2 (configuration not stated)	-0.7	-1	16	3	-2	-5	-9	0.4	-5	4	6
COCC(=O)N1CCC(Oc2ccc(C(=O)N(C)C3CCCCC3)cc2)CC1	-1.6	0	-21	1	-4	741	-8	-3.2	1	-12	0
COC(=O)c1cccc(NC(=O)CCCOc2cccc(C)c2)c1	-0.2	34	24	4	-2	-1	0	1.9	-5	-6	-5
CSc1ccccc1NC(=O)Nc1ccc(F)c(Cl)c1	-2.6	14	-10	0	-1	-4	0	1.8	-7	-10	1
CN(C)CCCN(C(=O)c1cc(-c2cccs2)nc2ccccc12)c1nc2c(F)cccc2s1	1.1	0	25	-9	5	-5	-1	-3.6	-5	-11	-2
Cc1ccc(S(=O)(=O)N2CCC(C(=O)N3Cc4ccccc4C3)CC2)cc1	-1.9	18	-22	-5	-4	3	10	1.0	-6	-10	/
COc1cccc(NC(=O)CN(C)C(=O)c2csc3c2CCCC3)c1	0.4	1	1	-1	1	0	3	7.5	-10	-8	-2
CCc1ccc(C(=O)COC(=O)c2n[nH]c3ccccc23)cc1	1.2	-1	-15	0	-1	396	-5	0.5	-15	-19	4
O=C(CSc1nnc(-c2ccc(O)cc2)o1)Nc1ccccc1Br	8.8	-4	-1	-8	0	-12	-1	-0.7	-3	13	/
CCC1C(=O)N(C)CCc2ccccc21 (configuration not stated)	1.3	-1	8	-7	-6	-15	-1	2.5	-1	7	4
Cc1nnc(NC(=O)CSc2ncc(-c3ccccc3)[nH]2)s1	1.5	1	-14	-7	6	249	9	1.1	3	-12	2
C=CCN1C=C2C(=O)C(C)(OC(=O)c3ccc(OC)cc3)C(=O)C(c3ccco3)=C2C=C1CCCC (configuration not stated)	1.4	/	-1	0	-4	31	-20	-1.7	-2	2	0
CCCc1nc2oc(C(=O)OCC)c(N)c2c2c1COC(C)(C)C2	-0.3	3	-16	-2	5	-10	-8	-0.9	2	-23	6
CCOC(=O)C1=C(COC(=O)CNS(=O)(=O)c2c(F)cc(F)cc2Br)NC(=O)NC1C (configuration not stated)	-3.0	0	30	-5	7	/	-3	2.2	-2	-13	-6
CCCN(C(=O)COC(=O)CNC(=O)c1ccc2ccccc2c1)c1c(N)n(Cc2ccccc2)c(=O)[nH]c1=O	-0.3	-4	6	-3	-4	-3	-17	2.7	-2	0	25
Cc1ccc(NC(=O)C(C)N2C(=O)c3ccccc3C2=O)nc1 (configuration not stated)	-0.1	-1	-29	-6	-3	-1	-44	3.3	-17	-4	0
COC(=O)/C(=C\C(=O)c1ccccc1)Nc1cccc(C(F)(F)F)c1	-0.1	6	-47	-5	-2	-6	-14	0.1	-9	-10	3
N#Cc1cn(-c2ccccc2)nc1-c1ccc2c(c1)OCCO2	-2.7	-2	-12	-6	3	-18	6	-0.9	?	-3	-4
CNc1c([N+](=O)[O-])cnn1-c1ccc(Cl)cc1Cl	1.2	4	1	4	-1	/	-1	-0.9	6	12	3
CSCC[C@H](NC(=O)[C@H](Cc1ccccc1)n1c(=O)[nH]c2ccccc2c1=O)C(=O)N1CCC[C@@H]1C(=O)O	-3.2	/	-20	-6	6	735*	-1	0.2	-1	-4	-1
O=S(=O)(c1ccc(Cl)cc1)n1c(Cc2ccccc2)nc2ccccc21	0.9	-1	34	-1	-2	-4	-1	-2.1	3	-7	-7
Cc1cccc(NC(=S)NCCC(C)C)c1	0.8	-2	-14	-1	0	-7	0	-0.5	-1	12	5
NC(=O)CC[C@@H]1NC(=O)[C@H](CO)NC(=O)c2cc([N+](=O)[O-])cc(I)c2NCC[C@@H](C(N)=O)NC1=O	-0.4	/	-23	-8	9	13	-9	0.7	-6	-5	-6
O=C1C(NS(=O)(=O)c2ccccc2)=C(N2CCN(c3ccc(F)cc3)CC2)C(=O)c2ccccc21	1.4	33	5	0	1	-7	-2	1.7	-6	-2	4
CCCCn1nc(C(=O)NC2=NCCS2)c2ccccc2c1=O	1.0	-1	-2	-1	4	8	7	2.7	-6	-14	8
O=C(COc1ccccc1F)NCc1nc2ccccc2[nH]1	0.4	1	-6	4	-1	-20	1	0.3	-5	-8	/
CCOc1ccc(/C=C2\SC(N3CCc4ccccc4C3)=NC2=O)cc1	-1.8	21	-44	-5	1	7	2	0.8	-12	-2	-4
C(=N\Nc1nncc2ccccc12)/c1ccccn1	3.9	1	-5	0	5	-22	-6	-0.3	4	0	6
COc1cc(OC)c(OC)cc1C=NCC1(c2ccccc2)CCCC1	-2.3	2	-38	-3	-1	-10	-8	0.8	-3	-7	-2
O=C(NCc1ccco1)C(c1ccccc1)N(Cc1cccnc1)C(=O)Cn1nnc2ccccc21 (configuration not stated)	0.5	-1	-1	-2	0	-17	-1	1.4	-8	-10	-5
O=[N+]([O-])c1cc(CSC2=NCCN2)ccc1O	-0.4	-19	-11	-2	3	/	8	1.7	-2	-4	6
O=C1NC(=S)NC1=Cc1ccc(O)cc1	-2.6	2	9	-10	0	/	-17	-3.5	-5	-8	3
COc1ccc(C(=O)NNC(=O)c2ccc(S(=O)(=O)N3CCOCC3)cc2)cc1	1.3	1	-2	3	0	17	-7	-0.1	1	-13	-5
O=C(CCn1cccn1)N1CCCC(N2CCN(c3cccc(C(F)(F)F)c3)CC2)C1 (configuration not stated)	1.5	14	-3	1	2	-2	0	-0.8	-3	-8	-3
CCCCCC(=O)N(Cc1ccccc1)c1c(N)n(CCOC)c(=O)[nH]c1=O	-0.1	0	1	3	-4	192	2	-0.3	7	3	-10
Cc1nc2ccc(NC(=O)c3ccc(Cl)s3)cc2s1	-0.8	/	-6	0	-1	162	2	-0.5	-8	8	-6
Cc1cccc(C(=O)N(CCc2ccccc2)Cc2ccccc2)c1[N+](=O)[O-]	-4.2	0	-29	-4	1	111	-10	-2.9	-5	-5	-1
CC1CCN(C(=O)CN2C(=O)C(C)(C)Oc3ccc(C(=O)NC4CCCC4)cc32)CC1	-0.5	-1	-30	2	-1	-7	-11	-2.0	-4	1	4
COc1ccc(Cc2nc3ccc(C(=O)NCCc4ccccn4)cc3o2)cc1OC	0.0	11	0	-1	-2	-17	-3	0.4	-1	-17	-3
COc1ccc(OC(C)C(=O)Nc2cccnc2)cc1 (configuration not stated)	0.0	-1	20	-1	-1	7	-6	0.9	-3	-16	-3
Cc1nc2nc(SCC(=O)O)nn2c(C)c1Cc1ccccc1Cl	-0.3	-1	24	-3	0	16	4	0.3	1	-12	9
O=C(NCc1ccccc1Cl)C1CCN(c2ncnc3c2nc2n3CCCCC2)CC1	0.5	7	-19	0	2	39	-6	-1.6	-8	-3	-10
Cc1ccc(NC(=O)CCC(=O)NNC(=O)C(c2ccccc2)c2ccccc2)c(C)c1	1.9	-1	-7	-1	5	11	-3	-1.8	6	9	5
Cc1noc(C)c1S(=O)(=O)Nc1ccccc1N1CCOCC1	1.1	/	6	2	-2	-12	2	-1.9	-4	-4	-13
O=C(CNC(=O)c1ccccc1)OC(C(=O)c1ccccc1)c1ccccc1 (configuration not stated)	-0.8	-1	-47	0	3	-11	-20	1.1	-6	-9	4
CCOC(=O)C1CCN(Cc2cc(C(C)C)c(O)c(C(C)C)c2)CC1	1.1	-7	10	-5	3	-8	0	1.6	-1	19	9

# High-throughput results as filed in PubChem BioAssay.
